CSM14.1 death rescue – protection against thapsigargin-triggered cell killing – 384-well, CSM14.1, ATP luminescence, primary screen (AID 1222). CSM14.1 thapsigargin-induced death rescue, ATP luminescence; higher % means a stronger effect. one-dose cellular ATP content (survival), % at 20 µM; EC50 in µM for titrated hits. 190,000 tested, under 10 active;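 active means EC50 below 50 µM in the dose-response confirmation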;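 further: death triggered by thapsigargin at about 15 µM added after 2 h compound pretreatment; cell ATP read after overnight thapsigargin exposure of roughly 18 to 22 hours; normalized against plate controls of thapsigargin alone and 5% DMSO vehicle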
GPR55 activation – GPR55 agonists via beta-arrestin recruitment, primary screen, imaging, U2OS cells, beta-arrestin-GFP redistribution (AID 1961); hit rate 0.048% among 290,000; U2OS GPR55 beta-arrestin-GFP redistribution imaging; higher % means a stronger effect; activation, % at 10 µM; hits with a dose series show EC50 in µM;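 active means activation above 40% with more than 50 cells counted in the well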;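 further: U2OS osteosarcoma cells stably expressing GPR55 and beta-arrestin-GFP; plate controls were DMSO negative control for no effect and LPI positive control for full effect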
TNAP activators – human TNAP enzyme activators, primary screen, biochemical, luminescent, no phosphate acceptor, uHTS (AID 1001); purified TNAP, luminescent activation assay, no phosphate acceptor; higher activation fold means a stronger effect; activation fold at 20 µM, or EC50 in µM where a hit was titrated; hit rate 0.03% among 200,000; in the data active means activation fold from about 3, or a potency from the dose series; inactive means the rest, 99 in 100 with activation fold below about 1.6; further: many of its hits are not listed in these tables
KOR beta-arrestin-1 – KOR agonists, beta-arrestin recruitment, primary screen, cell-based, luminescence, uHTS (AID 1777); KOR beta-arrestin recruitment, luminescence; higher % means a stronger effect; activation, % at 10 µM; hits with a dose series show EC50 in µM; hit rate 0.02% among 280,000; in the data active means activation above about 50%, passing the limit was not always enough; further: a part of the inactive calls stands beside numbers as strong as those of hits
KOR beta-arrestin-2 – kappa opioid receptor blockers – cell-based, luminescence, uHTS (AID 1778) | KOR beta-arrestin recruitment, luminescence, antagonist mode; higher % means a stronger effect | hit rate 0.091% among 290,000 | inhibition, % at 10 µM; hits with a dose series show IC50 in µM; further: strong numbers were not always called active
HEK293 NOD2/NF-kB – inhibition of NOD2-driven NF-kB reporter – cell-based, luminescence, uHTS, HEK293 (AID 1566) | HEK293 NOD2/NF-kB luciferase reporter, luminescence; higher % means a stronger effect | one-dose inhibition, % at 4 µM; EC50 in µM for titrated hits | hit rate 0.63% among 290,000; further: many of its hits are not listed in these tables
NTR1 ag – agonists of NTR1, primary screen, imaging, U2OS cells, beta-arrestin-GFP, high content (AID 493036). NTR1-U2OS beta-arrestin-GFP spot imaging, agonist mode. hit rate 0.17% among 330,000. P30989. activation, % at 20 µM;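 active means activation at or above 40% of the spot to cytoplasm intensity ratio, with at least 20 cells analyzed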;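 further: 0% = DMSO without peptide and 100% = 100 nM NTR1 peptide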
Target sequence (P30989 whole entry, looked up): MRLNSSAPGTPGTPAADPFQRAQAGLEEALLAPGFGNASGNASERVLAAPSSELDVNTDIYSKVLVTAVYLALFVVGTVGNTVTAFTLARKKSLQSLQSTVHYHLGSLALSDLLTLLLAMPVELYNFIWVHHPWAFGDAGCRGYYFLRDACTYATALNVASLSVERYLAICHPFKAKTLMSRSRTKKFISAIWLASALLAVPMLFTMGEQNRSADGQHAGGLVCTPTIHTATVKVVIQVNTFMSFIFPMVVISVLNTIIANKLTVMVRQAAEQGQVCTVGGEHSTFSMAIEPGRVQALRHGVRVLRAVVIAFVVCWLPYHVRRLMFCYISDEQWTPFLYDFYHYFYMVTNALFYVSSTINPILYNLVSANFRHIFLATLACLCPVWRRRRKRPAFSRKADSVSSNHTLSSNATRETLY
NOD1 NF-kB reporter – NOD1 signaling inhibitors, primary screen, cell-based, luminescence, uHTS (AID 1578); inhibition, % at 4 µM; hits with a dose series show EC50 in µM; hit rate 1% among 290,000; NOD1-driven NF-kB luciferase reporter cells, luminescence; higher % means a stronger effect; in the data active means inhibition mostly above about 36%, no sharp cut-off; inactive means mostly below about 34%;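 further: HEK-293T reporter cells stimulated with the NOD1 agonist gamma-tri-DAP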
Yfh1-depleted yeast – enhancers of respiration in Yfh1-depleted yeast, dose response, Friedreich's ataxia, plus single-dose screen (AID 1465); S. cerevisiae Yfh1-off respiration, WST-1 reduction, 72 h; higher fold induction means a stronger effect; one-dose fold induction at 50 µM; EC50 in µM for titrated hits; hit rate 0.074% among 220,000;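 active means fold induction of absorbance versus untreated yeast above a set limit, then at least 30% activation at any dose in follow-up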;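 further: activators that raise dye reduction in frataxin-depleted yeast; strong numbers were not always called active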
NTR1 ag cell count 20 µM – also measured in NTR1 ag; calls as there; cell count; measured here: cell count, cytotoxicity flag
* hit, by the source's call; i = inactive; / = not tested or not shown; [ ] = remark or other dose. Unless noted, no stated cut-off is given here; in the data, active means inhibition above about 50%; inactive means the rest.

no.	Molecule	CSM14.1 death rescue	GPR55 activation	TNAP activators	KOR beta-arrestin-1	KOR beta-arrestin-2	HEK293 NOD2/NF-kB	NTR1 ag	NTR1 ag cell count 20 µM	NOD1 NF-kB reporter	Yfh1-depleted yeast
1	C=CCNC(=S)Nc1cc(S(=O)(=O)N2CCOCC2)ccc1-n1cncn1	-1.6%	-0.4%	1	-1.4%	-23%	16%	0.0	60	41%	i
2	CCOC(=O)C1Cn2c(nc3c(c2=O)C(C)(CC)Cc2ccccc2-3)S1 (stereo not drawn)	0.0%	-0.1%	0.9	0.8%	-6%	9%	-0.2	90	8%	i
3	COc1ccc(CCNC(=O)c2ccco2)cc1OC	-2.0%	0.6%	1	/	8%[20 µM]	-4%	-0.6	44	-17%	i
4	CCOC(=O)c1ccc(NC(=O)CC2C(=O)OCCN2CC)cc1 (stereo not drawn)	-0.6%	-0.2%	1.1	-1.4%	8%	13%	-0.8	78	-18%	i
5	Cc1cccc(C(=O)NC(=O)Nc2c(C)cc(C)nc2C)c1	-0.6%	-0.7%	1	0.4%	9%	-10%	0.0	66	-47%	i
6	COc1cc(NC(=O)c2cc(-c3ccccc3)on2)cc(OC)c1OC	/	-0.1%	/	/	-75%[20 µM]	30%	0.0	63	19%	/
7	Cc1ccc(S(=O)(=O)C(C)C(=O)c2ccc3c(c2)OCCO3)cc1 (stereo not drawn)	-1.1%	-0.1%	1.2	-5.6%	-7%	20%	0.6	53	1%	i
8	CCn1cc(C(=O)NCc2ccccc2OC)c(=O)c2ccc(C)nc21	1.0%	0.6%	1.1	-4.3%	18%	7%	-0.5	49	-4%	i

Molecules above with nitrogen in an aromatic ring, in the order listed:
no.	Molecule	CSM14.1 death rescue	GPR55 activation	TNAP activators	KOR beta-arrestin-1	KOR beta-arrestin-2	HEK293 NOD2/NF-kB	NTR1 ag	NTR1 ag cell count 20 µM	NOD1 NF-kB reporter	Yfh1-depleted yeast
1	C=CCNC(=S)Nc1cc(S(=O)(=O)N2CCOCC2)ccc1-n1cncn1	-1.6%	-0.4%	1	-1.4%	-23%	16%	0.0	60	41%	i
2	CCOC(=O)C1Cn2c(nc3c(c2=O)C(C)(CC)Cc2ccccc2-3)S1 (stereo not drawn)	0.0%	-0.1%	0.9	0.8%	-6%	9%	-0.2	90	8%	i
5	Cc1cccc(C(=O)NC(=O)Nc2c(C)cc(C)nc2C)c1	-0.6%	-0.7%	1	0.4%	9%	-10%	0.0	66	-47%	i
6	COc1cc(NC(=O)c2cc(-c3ccccc3)on2)cc(OC)c1OC	/	-0.1%	/	/	-75%[20 µM]	30%	0.0	63	19%	/
8	CCn1cc(C(=O)NCc2ccccc2OC)c(=O)c2ccc(C)nc21	1.0%	0.6%	1.1	-4.3%	18%	7%	-0.5	49	-4%	i

Other records follow.
no.	Molecule	CSM14.1 death rescue	GPR55 activation	TNAP activators	KOR beta-arrestin-1	KOR beta-arrestin-2	HEK293 NOD2/NF-kB	NTR1 ag	NTR1 ag cell count 20 µM	NOD1 NF-kB reporter	Yfh1-depleted yeast
9	CC(=O)c1ccccc1N(C(=O)c1ccco1)C(C(=O)NC1CCCC1)c1ccc(N2CCOCC2)cc1 (stereo not drawn)	-2.3%	-0.3%	1.1	-1.3%	-1%[20 µM]	12%	-0.8	64	-28%	i
10	Cc1nnsc1SCCNC(=O)c1ccc(F)cc1	-1.2%	-0.2%	1.1	-7.7%	39%	12%	-0.5	51	-5%	i
11	Cc1ccc(CN(Cc2ccccn2)C(=O)Nc2ccc(C)c(C)c2)cc1	/	-0.1%	/	-2.0%	3%	6%	2.8	101	-11%	/
12	O=c1[nH]c(NC2CCCCC2)c([N+](=O)[O-])c(=O)[nH]1	2.2%	-0.1%	1.1	-2.8%	2%	9%	2.7	57	-22%	i
13	COc1ccccc1/C=C/C(=O)NC(=S)N1CCOCC1	/	-0.2%	/	12%	-3%	-29%	0.0	67	-49%	/
14	O=C1CC(=O)N(c2cccc(F)c2)N1	-1.3%	0.3%	1	1.2%	-31%	-25%	0.2	25	-28%	i
15	CN(NS(=O)(=O)c1ccc(Cl)cc1)c1ncc(C(F)(F)F)cc1Cl	0.2%	0.0%	1.1	-0.4%	6%	14%	-0.7	58	2%	i
16	CC(NCC(O)COCc1ccc(Cl)cc1)c1ccccc1 (stereo not drawn)	-2.5%	1.0%	1.1	-0.8%	12%	-15%	-1.5	77	-33%	i
17	COc1ccc(C(C(=O)NC(C)(C)C)N(Cc2ccc(F)cc2)C(=O)CCC(=O)Nc2cc(C)on2)cc1 (stereo not drawn)	/	0.0%	/	-0.3%	-6%	-4%	-0.7	47	-8%	/
18	COC(=O)C1=C(C(=O)c2ccccc2)C(c2ccc(O)c(OC)c2)n2nnnc2N1 (stereo not drawn)	5.9%	-0.1%	1.1	-0.8%	-29%	3%	1.5	44	-11%	i
19	C#CCOCCOCCOCCNc1nc(N2CCN(C(=O)[C@H]([C@@H](C)CC)n3cc(CCCCN)nn3)CC2)nc(N2CCN(C(=O)[C@H](C)n3cc(CCC(=O)O)nn3)CC2)n1	-3.2%	-0.1%	1.1	-3.9%	12%	-3%	1.2	61	-14%	i
20	O=C(Nc1nc(-c2cccs2)cs1)c1cccc(S(=O)(=O)N2CCCCC2)c1	/	-0.1%	1.1	-2.0%	-3%	7%	-1.4	80	65%	i
21	CCCCC1NC(C(=O)O)CS1 (stereo not drawn)	-1.4%	0.0%	1.1	-0.2%	21%	16%	1.9	82	-12%	i
22	Cc1cc2cc(CNC(=S)Nc3ccc(OC(F)(F)F)cc3)ccc2[nH]1	-5.2%	-0.2%	1.1	-1.2%	-2%	10%	2.7	100	-27%	/
23	O=S1(=O)CC(O)C(N=Nc2c(O)n(Cc3ccccc3)c3ccccc23)C1 (stereo not drawn)	/	-0.1%	/	-2.0%	-19%	-10%	0.3	49	-4%	i
24	CC(=O)NCCOc1cccc2cccnc12	-2.8%	-0.1%	1.1	1.7%	-18%	1%	0.7	52	-13%	i
25	COc1cc2c(cc1C1NC(=S)NC(C)=C1C(N)=O)CCCC2 (stereo not drawn)	-1.6%	-0.1%	1	/	-54%[20 µM]	-3%	1.5	70	28%	i
26	CCOc1cccc2cc(C(=O)NCCC3=CCCCC3)c(=O)oc12	-1.3%	-0.1%	1.1	-0.4%	-7%[20 µM]	-1%	10	52	-28%	i
27	CC(=O)c1cc(C#N)c(SCc2ccccc2C#N)nc1C	-1.3%	-0.3%	1	2.0%	-2%	9%	4.1	51	-40%	i
28	O=C(c1cc2ncc(Br)cn2n1)N1CCN(C(=O)c2ccco2)CC1	-1.6%	0.2%	1.1	-1.1%	9%	15%	-1.1	39	-9%	i
29	O=C(CNC(=O)C12CC3CC(CC(C3)C1)C2)N/N=C\c1ccco1	/	0.0%	/	0.1%	13%	0%	-0.1	63	-30%	/
30	COc1ccc(CNc2ncc(-c3ccccc3)n2C)cc1	/	0.6%	/	0.1%	-28%[20 µM]	1%	-2.3	51	-22%	/
31	Cc1cccc(Nc2nc(N)c([N+](=O)[O-])c(NCc3ccco3)n2)c1	5.9%	1.0%	1	7.7%	-10%	19%	22	66	27%	i
32	CCC1(c2ccccc2)NC(=O)N(CC(=O)N(C)Cc2ccccc2)C1=O (stereo not drawn)	/	0.3%	/	3.8%	-10%	-2%	-1.2	57	-5%	/
33	COc1ccccc1C(=O)Nc1ccnn1C1CCN(Cc2cnn(C)c2)CC1	/	-0.1%	/	0.2%	1%	-6%	0.0	56	-34%	/
34	OC1=C(O)c2nc3cc(F)ccc3nc21	/	-0.3%	/	/	20%	16%	0.5	60	2%	i
35	COc1ccc(N2CCN(c3nc4ccccn4c(=O)c3C=O)CC2)cc1	-1.8%	0.2%	1.1	6.3%	-20%	-4%	0.4	39	57%	i
36	Cc1ccc(CNC(=O)CN(C)S(=O)(=O)c2ccc3c(c2)n(C)c(=O)c(=O)n3C)cc1	/	0.6%	/	3.2%	-4%	8%	0.8	56	-24%	/
37	O=C(CCNC(=O)N1CC(=O)Nc2ccccc21)Nc1ccc(F)c(Cl)c1	/	-0.1%	/	-0.2%	2%	0%	-0.3	63	-26%	/
38	COC(=O)C(Cc1ccccc1)NC(=O)CCc1c[nH]c2ccccc12 (stereo not drawn)	/	0.0%	/	2.6%	-17%	-2%	1.0	95	-7%	/
39	CCn1c(=O)c2c(nc(SCc3ccccn3)n2C)n(C)c1=O	-1.8%	-1.0%	1.1	-9.8%	-9%	-4%	/	/	6%	i
40	Nc1nnc(/C=C/c2ccccc2Cl)s1	/	0.6%	/	4.8%	7%	-60%	1.2	69	3%	i
41	COc1ccc(NC(=O)CNS(=O)(=O)c2cccc3nonc23)c(OC)c1	-2.2%	0.6%	1.1	-5.7%	21%	2%	-0.4	67	-9%	i
42	Cc1cc(C(=O)CN2C(=O)C(=O)N(CC(C)C)C2=O)c(C)n1-c1ccccc1F	-0.4%	-0.4%	1.1	-9.0%	15%	-3%	-1.1	46	-24%	i
43	OCCCCNCc1cc(Br)ccc1OCc1ccccc1F	-3.6%	0.1%	1.1	-5.4%	-30%	13%	-1.1	53	-18%	i
44	O=C(Nc1ccc2[nH]c(=O)[nH]c2c1)Nc1ccc(F)cc1F	-0.1%	0.1%	1.1	-5.1%	4%	9%	-1.4	58	19%	i
45	Cc1cccc(C(=O)N2CCc3cc(-c4nc(NC(=O)Cn5nnc6ccccc6c5=O)sc4C)ccc32)c1	-1.5%	0.1%	1.2	4.1%	8%	43%	0.6	71	-30%	i
46	Cc1nnc2n(C3CCCCC3)c(=O)c3c4c(sc3n12)COC(C)(C)C4	1.2%	0.3%	1.1	-4.0%	12%	15%	3.1	30	1%	i
47	O=S(=O)(Nc1ncccn1)c1ccc(-n2cnnn2)cc1	-0.7%	-0.1%	1.1	-0.8%	-15%	1%	0.4	27	-25%	i
48	COCCNS(=O)(=O)c1ccc(OCC(=O)OC)c(Cl)c1	1.8%	-0.1%	1.1	-1.9%	12%	-5%	-0.3	77	-23%	i
49	N#Cc1ccsc1NC(=O)c1ccccn1	-1.2%	-0.2%	0.9	2.5%	-8%	-10%	-0.6	83	-23%	i
50	COC(=O)c1nc2n(n1)C(c1cccc(Cl)c1)C1=C(CC(C)(C)CC1=O)N2 (stereo not drawn)	-0.1%	-0.1%	1.2	-4.9%	3%	5%	-0.7	51	-6%	i
51	Cn1nccc1C(=O)N/N=C/c1cccnc1	/	-0.2%	/	-1.9%	-2%	16%	-1.1	72	-4%	i
52	COc1ccc2cc(C(=O)N3CCCC(Nc4ccc(F)cc4)C3)n(C)c2c1 (stereo not drawn)	/	-0.1%	/	-0.1%	-9%	20%	1.1	68	-11%	/
53	COc1ccc(CCN=C(N)NS(=O)(=O)c2cc(F)ccc2OC)cc1	/	-0.1%	/	-1.9%	-16%	-17%	0.0	57	1%	/
54	COc1cccc(CNC(=O)CCCn2c(=S)[nH]c3cc4c(cc3c2=O)OCO4)c1	/	-0.1%	/	-2.1%	5%	20%	2.0	63	-10%	/

The list is partial, so the mix of outcomes need not match the whole.
